Growth percent in the NCI-60 one-dose screen (48 h, 10 µM unless noted): 100 = growth as untreated, 0 = no growth, -100 = all killed.
HL-60(TB) – HL-60(TB) leukemia cells. actives 9% (n = 78,000). AID 1794776; active = growth percent below 10
Active calls of the source: *; & = joins results of further samples. These rows are one share of the data, so the mix of outcomes need not match the whole.

Sample of the layout:
SMILES	HL-60(TB)
CCOC(=O)CCCCc1ccc(C(C)=O)cc1	100
CN(C)Cc1ccc(NC(=O)c2cncc(C#Cc3cnc(N)c4ncccc34)c2)cc1F	84
O/N=C/c1ccc(O)cc1O	97
COc1ccc(-c2cc(-c3ccccc3)nc(NCCNc3ccnc4cc(Cl)ccc34)n2)cc1	-59*
O=S(=O)(Nc1ccccn1)c1ccc(N=Nc2ccc(O)c3ncccc23)cc1	-31*
CC/C(=C(\c1ccc(OCCN2CCCCCCC2)cc1)c1ccc(OC(=O)C2CCCCC2)cc1)c1ccc(Cl)cc1	78
Cn1nc(N)c2cc([C@@H]3Nc4ccc5[nH]ncc5c4[C@H]4C5CCC(C5)[C@@H]34)ccc21 (stereo partly drawn)	-17*

The list itself (from the top)
SMILES	HL-60(TB)
CCOC(=O)CCCCc1ccc(C(C)=O)cc1	100
CN(C)Cc1ccc(NC(=O)c2cncc(C#Cc3cnc(N)c4ncccc34)c2)cc1F	84
O/N=C/c1ccc(O)cc1O	97
COc1ccc(-c2cc(-c3ccccc3)nc(NCCNc3ccnc4cc(Cl)ccc34)n2)cc1	-59*
O=S(=O)(Nc1ccccn1)c1ccc(N=Nc2ccc(O)c3ncccc23)cc1	-31*
CC/C(=C(\c1ccc(OCCN2CCCCCCC2)cc1)c1ccc(OC(=O)C2CCCCC2)cc1)c1ccc(Cl)cc1	78
Cn1nc(N)c2cc([C@@H]3Nc4ccc5[nH]ncc5c4[C@H]4C5CCC(C5)[C@@H]34)ccc21 (stereo partly drawn)	-17*
O=C1/C(=C/c2ccc(Cl)cc2)SC(=S)N1C1c2ccccc2Oc2ccccc21	79
COc1cc2c(=O)ccn(-c3ccc(N(C)C)cc3)c2cc1OC	105
CN1C(=O)N(C)C2SC(N/N=C/c3ccc(F)cc3)=NC21 (stereo not drawn)	-4.6*
O=C1C=C(C(O)c2ccc(O)cc2)C(=O)c2ccccc21 (stereo not drawn)	98
O=C1N2CN(CC3CC3)CN3C(=S)N4CN(CC5CC5)CN1C4C23 (stereo not drawn)	82
O=S(=O)(NCCNc1nccc(-c2c(-c3ccc(F)c(O)c3)nc3sccn23)n1)c1ccc(F)cc1	13
CN(C)CCN(C)C(=O)C(c1ccccc1)C1CCCCC1 (stereo not drawn)	144
CCN(CC)CC(O)CNc1c(C)cccc1C (stereo not drawn)	86
O=C(NS(=O)(=O)c1ccc2ccccc2c1)n1ccc2cccnc21	94
CC(=O)c1c(N)c(C#N)cn1-c1cc(Cl)cc(Cl)c1	100
Cc1ccc2nc(-c3ccc(N=Cc4ccccc4O)cc3)sc2c1	78
COc1ccc(Nc2ncc(C#N)c(NCCCNC(=O)C3CCC3)n2)cc1	41
C=C(C)[C@@H]1CC[C@]2(C(=O)Nc3ccccn3)CC[C@]3(C)[C@H](CC[C@@H]4[C@@]5(C)CCC(=O)NC(C)(C)[C@@H]5CC[C@]43C)[C@@H]12	90

At a glance, some entries already given.
SMILES	HL-60(TB)
COc1ccc(Nc2ncc(C#N)c(NCCCNC(=O)C3CCC3)n2)cc1	41
C=C(C)[C@@H]1CC[C@]2(C(=O)Nc3ccccn3)CC[C@]3(C)[C@H](CC[C@@H]4[C@@]5(C)CCC(=O)NC(C)(C)[C@@H]5CC[C@]43C)[C@@H]12	90

(listing goes on)
SMILES	HL-60(TB)
CC(C)(C)c1ccc2oc(=O)n(SC(Cl)(Cl)Cl)c2c1	70
Cc1cnc(N)nc1OCC(C)(C)CNC(=O)c1cccc(-c2ccc(S(=O)(=O)Nc3ccc4c(c3)N(C(=O)C3CC3)CCC4)cc2)c1	18
CN1CCN(Cc2ccc(NC(=O)c3cncc(C#Cc4cnc5ccc(N[C@@H]6CCOC6)nn45)c3)cc2C(F)(F)F)CC1	-58*
COc1ccc(-n2ncn(CCCCn3cnn(-c4ccc(OC)cc4)c3=O)c2=O)cc1	90
O=[N+]([O-])c1ccc(OCCN(Cc2ccccc2)Cc2ccccc2)c([N+](=O)[O-])c1	100
Cc1ccccc1OC(=O)c1cccc(Cl)c1	60
C[S+]1C=Cc2ccccc2C1c1ccc(Cl)cc1 (stereo not drawn)	91
Nc1cc(Cl)c([N+](=O)[O-])cc1O	85
COc1ccc(S(=O)(=O)NC2C(O)C3(C)c4ccccc4C2(C)c2ccccc23)cc1OC (stereo not drawn)	106
O=C1c2ccccc2NC(n2sc3ccccc3c2=O)N1c1ccc(Cl)cc1 (stereo not drawn)	69
CC(C)NC(=O)OCc1c(COC(=O)NC(C)C)c(-c2ccc(Cl)c(Cl)c2)n2c1C[C@@H](O)C2	102
O=C(/C=C/c1ccco1)c1ccc(NC(=O)c2ccccc2CN2C(=O)c3ccccc3C2=O)cc1	89
CCC(=O)N1N=C(c2ccc(-n3ccc(C(F)(F)F)n3)c(F)c2)CC1c1ccc[nH]1 (stereo not drawn)	100
Nc1ccccc1-c1ccc(-c2ccc(O)cc2)c2c1[nH]c1ccccc12	51
CC(C)Sc1nc(-c2ccccc2)c(C#N)c(N2CCOCC2)n1	105
O=[N+]([O-])c1ccc(Nc2ccncc2)cc1	99
CN(Cc1cnc2nc(N)nc(N)c2n1)c1c(Cl)cc(C(=O)NC(CCC(=O)O)C(=O)O)cc1Br (stereo not drawn)	33
O=C(CSc1ccc(Cl)cc1)Nc1ccccc1	104&92
CC[C@H](Nc1ncnc(N)c1C(N)=O)c1nc2cccc(NCc3ccc(C(=O)NO)cc3)c2c(=O)n1-c1ccccc1	126
Cc1cc(C)n(C(=O)COc2ccc3c(C)c(Cc4ccccc4)c(=O)oc3c2C)n1	103
c1ccc(Nc2cc(-c3cccnc3)[nH]n2)cc1	89
Cc1cccc(CN(Nc2ccccc2)c2ccccc2)n1	92
COc1cccc(/C=C/C(=O)c2sc(Nc3ccc(O)cc3)nc2C)c1	79
COc1ccc2cc(-c3cc4c(oc3=O)-c3ccccc3OC4O)c(=O)oc2c1 (stereo not drawn)	54
CCCCCn1c(=O)c2c(nc(NCCc3ccc(OC)c(OC)c3)n2C)n(C)c1=O	97
COc1ccc(CC(=O)O)cc1	146
CO/N=C(/C(=O)NC1C(=O)N2C(C(=O)O)=C(COC(N)=O)CSC12)c1ccco1 (stereo not drawn)	109
C/C(=N/OC(=O)N(C)C)c1ccc(Cl)cc1Cl	94
C=CC(=O)N[C@@H](CO)Cc1ccc(-c2cc(F)cc(C(N)=O)c2)cc1	94
Cc1nnc2nc(-c3ccc(Cl)cc3)cc(-c3ccco3)n12	132
Nc1c[nH]c2ccccc12	99
CNS(=O)(=O)Oc1ccc(-c2ccc3occc3c2)cc1	100
O=C(CSc1nc(-c2ccccc2)cc(=O)[nH]1)Nc1nc(-c2ccc(Cl)cc2)cs1	90
CC(=O)c1c(C)nc(SCC(=O)Nc2cccc(O)c2)n1-c1ccc(Cl)cc1	88
CC(=O)C1=CC=C(c2cc3cc(Br)ccc3oc2=O)NC1C(F)(F)F (stereo not drawn)	116
O=C(O)c1cc(-c2ccccc2)ccc1O	84
CCCCn1cnc2c(=S)nc[nH]c21	71
O=C(O)c1cc(NCc2ccccc2Cl)ccc1N1CCOCC1	99
CCOC(=O)c1nn(-c2ccccc2)cc1/C=C1\SC(=S)N(CCc2ccccc2)C1=O	77
O=C1NC(=NC(=O)c2ccccc2)S/C1=C/c1cccs1	101
C(=N\N=C\c1c[nH]c2ccccc12)/c1c[nH]c2ccccc12	60&62
O=C(NNC(=O)c1ccc2ccccc2c1)c1ccc(Cl)c(Cl)c1	103
Cc1ccc(NC(=O)NNC(=O)CSC2CCc3ccccc32)c(C)c1 (stereo not drawn)	101
CC(=O)C[n+]1cc2ccccc2c2ccccc21	102
Cc1ccc(C(F)(F)F)cc1N1CCN(C(=O)[C@@H]2C[C@@H]2c2ccc(C(F)(F)F)nc2)CC1	73
CCCCn1c(=O)c(/C=C/C(=O)/C=C/c2ccc3c(c2)OCO3)cc2ccc(Cl)cc21	111
Cc1ccc(NCN2C(=O)c3ccccc3C2=O)c(C)n1	98
CCOC(=O)CCn1cnc(N)n1	95
Cc1ccc2nc(SCc3cc(=O)oc4ccc(C)cc34)[nH]c2c1	102
C/C(=N/N)c1ccc([N+](=O)[O-])cc1	99
(more compounds)
SMILES	HL-60(TB)
O=C(Nc1ccc2cc3ccc(NC(=O)NC4CCCCC4)cc3nc2c1)NC1CCCCC1	99
Cc1cc(OCC(=O)O)ccc1Cl	95
CN(C)CCc1c[nH]c2ccc(Cn3cncn3)cc12	107
CC[N+](C)(CC)CCOc1ccc(OCC[N+](C)(CC)CC)c2c1C(=O)c1ccccc1C2=O	105
CO[C@H]1CC[C@@]2(C)C(=CC[C@H]3[C@@H]4CC[C@H]([C@H](C)CCCC(C)C)[C@@]4(C)CC[C@@H]32)C1	108
COc1ccc2cc(CCO)ccc2c1	100
CCC[n+]1ccc(SCC(=O)n2ccc3ccccc32)c2ccccc21	100
O=C(O)c1cccc2c1-c1ccccc1C(Br)C2Br (stereo not drawn)	127
COC(=O)c1ccc(NC(=S)N2CCc3ccc([N+](=O)[O-])cc3C2)cc1O	98
Cn1c(=O)c2[nH]c(CN3CCCCC3)nc2n(C)c1=O	110
Cc1ccc(-c2cc(C=C3C(=O)NC(=O)NC3=O)nn2-c2ccccc2)cc1	101
O=C1OCC/C1=C\NCCCCCCCCN/C=C1\CCOC1=O	107
CCN(Cc1ccc(S(=O)(=O)O)cc1)c1cccc(C)c1	60
CCCCCCCCCCNCCC (tested in a mixture with another compound)	111
NC(=O)CC[n+]1ccc(C(=O)O)cc1	76
C#CC[C@@H]1C[C@]2(C)[C@H]3CC[C@@H]4[C@H]5C(C(=C)C)CC[C@]5(C(=O)NCCCCCCCCN)CC[C@@]4(C)[C@]3(C)CC[C@H]2C(C)(C)[C@H]1OC(C)=O (stereo partly drawn)	22
O=C1N=c2cc3c(cc2=C/C1=C/c1sc(=S)n(CCc2ccc(O)cc2)c1O)OCO3	76
C=C1SC(=Nc2cccc(OC)c2)N(c2nc(Cl)nc(Cl)n2)C1(C)C	94
Cc1cccc(C(=O)O)n1	78
Cc1ccccc1C(=O)Oc1ccc(Br)cc1	99
CC1=C(C(=O)/C=C/c2ccccc2O)C(c2ccccc2)NC(=S)N1 (stereo not drawn)	95
S=c1nc2oc(-c3ccccc3)c(-c3ccccc3)c2c(/N=C\c2ccc(Cl)cc2)[nH]1	85
O=C(O)/C=C/C(=O)Nc1ccccc1[N+](=O)[O-]	104
NC(=O)OCCOCCOC(N)=O	105
Cc1c(COc2ccc(-c3cnco3)cc2)c(C)c(COc2ccc(-c3cnco3)cc2)c(C)c1COc1ccc(-c2cnco2)cc1	98
c1ccc(CC[n+]2ccc3ccccc3c2)cc1	91
O=c1oc2c3ccccc3nn2c2ccccc12	93
COc1ccc(-c2nc3sccn3c2/C=C\c2cc(OC)c(OC)c(OC)c2)cc1	55
Clc1ccccc1/C=N\N=C(N/N=C\c1ccccc1Cl)N/N=C/c1ccccc1Cl	93
COc1ccc(C(C)(C)CC(C)(C)C)cc1	102

Looked up above.
c1ccc(CC[n+]2ccc3ccccc3c2)cc1 in HL-60(TB) is listed with 91
O=[N+]([O-])c1ccc(Nc2ccncc2)cc1 in HL-60(TB) is listed with 99
Cc1ccc2nc(SCc3cc(=O)oc4ccc(C)cc34)[nH]c2c1 in HL-60(TB) is listed with 102
O=C(NNC(=O)c1ccc2ccccc2c1)c1ccc(Cl)c(Cl)c1 in HL-60(TB) is listed with 103

Further structures follow:
SMILES	HL-60(TB)
Cc1c(C(=O)C(SC(=S)N2CCN(C)CC2)SC(=S)N2CCN(C)CC2)nnn1-c1ccc([N+](=O)[O-])cc1	95
Cc1ccc(C(C)C)c2c1CCC2C (stereo not drawn)	91
CN1CCN(Cc2ccc(NC(=O)c3ccc(C(C)(C)C)c(C#Cc4cnc5cccnn45)c3)cc2C(F)(F)F)CC1	-17*
O=C(O)c1cc(CBr)ccc1O	128
N#Cc1c(N)nc(N)nc1Nc1ccc(Br)cc1	93
C=C1C(=O)O[C@H]2[C@H]1CC/C(COC(=O)/C=C\C(=O)NCc1ccc(Cn3c(=O)sn(CCCCC)c3=O)cc1)=C\CC[C@@]1(C)O[C@@H]21	-18*
COc1ccc(C(=O)c2ccc([As]=O)cc2)cc1 (stereo not drawn)	-47*
Cc1c(C(=O)NO)sc2ncnc(Nc3ccc(NC(=S)Nc4ccccc4)cc3)c12	103
O=C(Nc1ccc(Cl)cc1)Oc1ccc(Cl)cc1C(=O)c1ccccc1	87
CC(C)(C)C(S)CS (stereo not drawn)	86
O=c1[nH]ccc(=S)[nH]1	91
CCOC(=O)C#Cc1c(C(=O)OCC)nnn1Cc1ccc(C(F)(F)F)cc1	39
COc1ccc(-c2nn(-c3ccccc3)cc2C2CC(c3cc4ccccc4oc3=O)=NN2C(C)=O)cc1 (stereo not drawn)	115
CCCC/C(=N/NC(N)=O)C(OC)OC	89
O=C1[C@@H](Oc2ccc(Cl)cc2)[C@]2(C3CCCCC3)c3ccsc3CCN12	89
CCOC(=O)C1=C(C(=O)c2ccc(OC)cc2)C(c2ccc([N+](=O)[O-])cc2)C(C(=O)c2ccc(OC)cc2)=C(C(=O)OCC)N1	75
CCCCc1nc2c([nH]1)c(=O)n(C)c(=O)n2C	108
COc1ccc(/C=C/C(=O)c2ccc3cc(OC)ccc3c2)cc1	96
Cc1ccc(-c2[nH]ncc2CNCCSc2nccn2C)cc1	111
O=C(/C=C/c1sc(N(CCCl)CCCl)nc1Cl)c1ccc(Cl)cc1	86

An excerpt from above in order of length of the SMILES, largest number first.
SMILES	HL-60(TB)
C=C1C(=O)O[C@H]2[C@H]1CC/C(COC(=O)/C=C\C(=O)NCc1ccc(Cn3c(=O)sn(CCCCC)c3=O)cc1)=C\CC[C@@]1(C)O[C@@H]21	-18*
CCCC/C(=N/NC(N)=O)C(OC)OC	89
Cc1cc(OCC(=O)O)ccc1Cl	95

Following part.
SMILES	HL-60(TB)
O=C(CCCCCCNC(=O)C(O)(O)C(F)(F)F)Nc1ncc(-c2ccccc2)s1	11
Cc1ccccc1-c1noc(-c2n[nH]n3c2nc(=O)c2c(C)c(C)sc23)n1	103
C#CCN(C)CCCOc1ccc(NC(=O)CCCCCCC(=O)NO)cc1Cl	12
O=C(O)CCCC(C(=O)O)N1C(=O)CSC1=S (stereo not drawn)	98
O=C1OC(c2ccccc2)=CC1(c1ccccc1)c1ccccc1	107
Clc1ccc(CO/N=C(\Cn2ccnc2)c2ccc(Cl)cc2Cl)c(Cl)c1	-23*
Clc1sc2ccccc2c1Cl	128
